Pf apPOL block = Pf-apPOL inhibitors, biochemical, fluorescence | inhibition, % at 10 µM | AID 1794808, 2022 | Plasmodium falciparum apicoplast DNA polymerase (apPOL) | 0.25% of 210,000 active | Recombinant Pf-apPOL, molecular beacon fluorescence, 1.5 h
mHTT-CaM PPI inh = mutant huntingtin-calmodulin interaction inhibitors – biochemical, AlphaScreen, primary screen | P42858 | AlphaScreen His-mHTT/GST-CaM binding, luminescence | inhibition, % at 15 µM | 3.6% of 190,000 active | AID 1671202, 2021;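 also: 0% = both proteins with DMSO and 100% = one protein alone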
Numbers without * were called inactive; . = no result given; & = joins results of further samples; ! = repeats disagree. Rule as the data show it: active = inhibition above about 50%; inactive = the rest.

canonical_smiles | Pf apPOL block | mHTT-CaM PPI inh
CCCC(C)C(=O)N1CCN(c2ccc([N+](=O)[O-])cc2)CC1 (configuration not stated) | 2 | 8
CCCCOc1ccc(/C=c2\sc3nc(=O)c(C)nn3c2=O)cc1 | 1 | -3
Cn1c(=O)c2c(nc(Sc3c4ccccc4nc4ccccc34)n2C)n(C)c1=O | -3&-7 | -5&-4
CCOc1cccc2sc(N(Cc3cccnc3)C(=O)CN(C)S(C)(=O)=O)nc12 | -9 | -9
CCOC(=O)c1sc(NC(=O)C(C)Sc2ncccn2)c(C(=O)OCC)c1C (configuration not stated) | 2 | -5
COc1ccccc1N(CC(=O)NCC1CCCO1)S(=O)(=O)c1ccc(C)cc1 (configuration not stated) | 6 | -2
O=c1/c(=C/c2ccc([N+](=O)[O-])cc2)sc2n1CN(c1ccc(F)cc1)CN=2 | -1 | 35
O=C(Nc1cc(Cl)ccc1Cl)c1ccc(Br)cc1 | -7 | -6

Record cards, as listed above.
CCCCOc1ccc(/C=c2\sc3nc(=O)c(C)nn3c2=O)cc1 as listed: Pf apPOL block: 1; mHTT-CaM PPI inh: -3
CCCC(C)C(=O)N1CCN(c2ccc([N+](=O)[O-])cc2)CC1 (configuration not stated) as listed: Pf apPOL block: 2; mHTT-CaM PPI inh: 8
Cn1c(=O)c2c(nc(Sc3c4ccccc4nc4ccccc34)n2C)n(C)c1=O as listed: Pf apPOL block: -3&-7; mHTT-CaM PPI inh: -5&-4

Continued.
canonical_smiles | Pf apPOL block | mHTT-CaM PPI inh
Cc1cccc(-c2noc(C3CCCN3S(=O)(=O)c3c(C)cc(C)cc3C)n2)c1 (configuration not stated) | 0 | -42
CCOc1cccc(C2Oc3nc(SC)nnc3-c3ccccc3N2C(C)=O)c1OC (configuration not stated) | -4 | 14
COc1cc(NC(=O)N2CCCC2c2ccc(F)cc2)cc(OC)c1OC (configuration not stated) | -3 | -2
COc1c(C(=O)NC2CCCC2)sc2cccc(F)c12 | -1 | -4
COC(=O)COc1ccc2c(c1)OC(=Cc1ccccc1C)C2=O | 1 | 9
O=C(Cc1ccc(F)cc1)NCCc1ccc(F)cc1 | -4 | -8
O=S(=O)(CCSc1nccc(-c2cccs2)n1)c1ccc(F)cc1 | 0 | .
COc1ccccc1CNC(=O)C1(c2ccc(NS(C)(=O)=O)cc2)CCCCC1 | -5 | 1
Cc1cc(C2CCCN2C(=O)c2ccn(C)n2)no1 (configuration not stated) | 1 | -4
O=c1oc(-c2ccco2)nc2sc3c(c12)CCCC3 | . | 5
COc1cccc(C2(C)SC(NC(C)=O)=NN2C(C)=O)c1 (configuration not stated) | -7 | 3
O=C(Nc1ccc(F)cc1F)C1CCc2nc(N3CCOCC3)ncc2C1 (configuration not stated) | -20 | 3
Cc1ccc(C(=O)N2CCN(c3nnc4ccc(C(F)(F)F)cn34)CC2)s1 | -5 | 0
O=C1C(=Nc2ccccc2Br)c2ccccc2N1CN1CCOCC1 | -2 | 15
CCC(=O)Nc1cccc(NC(=O)c2ccc(C(C)(C)C)cc2)c1 | 0 | 0
Nc1c(C(=O)N2CCOCC2)sc2nc3c(cc12)CCCCC3 | -18 | -9
COc1ccc(CCN2C(=O)CSC2c2ccc(OC)c(OC)c2)cc1OC (configuration not stated) | -4 | -3
COc1cccc2cc(C(=O)N3CC4(COC(C)(C)OC4)C3)c(=O)oc12 | -2 | -10
COc1cccc(/C=C2\CCC(C3CCCC3)C2=O)c1 (configuration not stated) | -3 | -70
O=C(Nc1cccc(NC(=O)c2ccccc2F)c1)c1cccs1 | -8 | 7
O=S1(=O)c2ccccc2C(CCO)N1Cc1ccccc1 (configuration not stated) | -3 | 1
CC1(C)CC(CCNCc2ccco2)(Cc2ccccc2Cl)CCO1 (configuration not stated) | -1 | 30
CCOc1ccc(CN2CCC(O)CC2)cc1 | -3 | -2
Cc1cccc(C(=O)Nc2cccc(F)c2)c1 | 3 | -18

Part of the list above, as labelled records.
> Cc1cc(C2CCCN2C(=O)c2ccn(C)n2)no1 (configuration not stated)
  Pf apPOL block: 1	mHTT-CaM PPI inh: -4
> O=c1oc(-c2ccco2)nc2sc3c(c12)CCCC3
  Pf apPOL block: .	mHTT-CaM PPI inh: 5
> COc1cccc(C2(C)SC(NC(C)=O)=NN2C(C)=O)c1 (configuration not stated)
  Pf apPOL block: -7	mHTT-CaM PPI inh: 3
> O=C(Nc1ccc(F)cc1F)C1CCc2nc(N3CCOCC3)ncc2C1 (configuration not stated)
  Pf apPOL block: -20	mHTT-CaM PPI inh: 3

New compounds follow
canonical_smiles | Pf apPOL block | mHTT-CaM PPI inh
O=C(NC1CC1)c1ccc2c(c1)nc1n2CCN(C2CCCCC2)C1=O | 9 | -3
COc1ccc(-c2c(C)oc3c(CN4CCCC4)c(O)ccc3c2=O)cc1OC | -1 | -2
CN1CCN(CCCCOc2ccc(Cl)c(Cl)c2)CC1 | -4 | 8
O=[N+]([O-])c1ccccc1NCCNS(=O)(=O)c1ccc(Cl)cc1 | -4 | 13
CCOC(=O)c1c(CSc2ccccc2)n(C)c2cc(Br)c(O)c(CN(C)C)c12 | -6 | .
CCN1/C(=C2\C(=O)N(c3ccc(Cl)cc3)N=C2C)C=Cc2ccccc21 | 12 | 3
O=S(=O)(c1ccccc1)N1CCC2(CC1)NCCN=C2NC1CCCC1 | 0 | 2
Cc1nc2ccc(C(=O)O)cc2c2c1CC(C)O2 (configuration not stated) | 3 | -8

Rewritten with each value named: entries from further up
COc1ccc(-c2c(C)oc3c(CN4CCCC4)c(O)ccc3c2=O)cc1OC
- Pf apPOL block: -1
- mHTT-CaM PPI inh: -2
CN1CCN(CCCCOc2ccc(Cl)c(Cl)c2)CC1
- Pf apPOL block: -4
- mHTT-CaM PPI inh: 8
O=[N+]([O-])c1ccccc1NCCNS(=O)(=O)c1ccc(Cl)cc1
- Pf apPOL block: -4
- mHTT-CaM PPI inh: 13
CCOC(=O)c1c(CSc2ccccc2)n(C)c2cc(Br)c(O)c(CN(C)C)c12
- Pf apPOL block: -6
- mHTT-CaM PPI inh: .

Next records follow.
canonical_smiles | Pf apPOL block | mHTT-CaM PPI inh
COc1ccccc1Oc1c(C)oc2cc(OCC#N)ccc2c1=O | -2 | 4
COc1ccc(OC)c2sc(N(CCN3CCOCC3)C(=O)c3ccno3)nc12 | -5 | 34
O=C(NC1CC1)C1CCCN(C(=O)c2ccco2)C1 (configuration not stated) | -3 | -1
Cc1c(NC(=O)COc2ccc(Br)cc2)cccc1[N+](=O)[O-] | 1 | 1
Nc1cccc(C(=O)Nc2ccc(C(=O)O)cc2)c1 | -3 | -6
CC(C)Nc1nc(NC(C)C)nc(Oc2ccc(=O)[nH]n2)n1 | -2 | -1
Cc1ccc(S(=O)(=O)N2CCCCC2CC(=O)Nc2ccc(C)cn2)cc1 (configuration not stated) | 0 | -16
CCn1c(C2CCN(C(=O)c3ccc(F)cc3)C2)nc2cccnc21 (configuration not stated) | -4 | 0
N#CC1=C(N)OC2=C(C(=O)CC(c3ccccc3)C2)C1c1cc(Br)cs1 (configuration not stated) | -9 | 18
Cc1ccc(F)cc1NC(=O)Cn1nc(N(C)C)c2ccccc2c1=O | 0 | -4
O=C(Nc1ccc2c(c1)OCCO2)C1(O)CCCCC1 | -4 | 1
COc1ccc(S(=O)(=O)N2CCCC2)c(Cl)c1Cl | . | -11
COc1ccc(C)cc1S(=O)(=O)NC1CCCCC1 | -2 | 2
N#C/C(=C\c1cccs1)c1nc(-c2ccc(F)cc2)cs1 | -5 | 6
COc1ccc(Br)cc1CNC(=O)C1CCCN(c2nc3ccccc3o2)C1 (configuration not stated) | -9 | -1
COc1ccc(Cl)cc1C1=N/C(=C/c2ccc(N(C)C)cc2)C(=O)O1 | -22 | 14

Other structures:
Order of values – Pf apPOL block | mHTT-CaM PPI inh
> N#CC1(NNC2(C#N)CCCCC2)CCCCC1
    -8 | .
> Cc1sc(NC(=O)COc2ccc(Cl)cc2Cl)c(C#N)c1C
    4 | -4
> CN1/C(=C\C(C[N+](=O)[O-])c2ccc3c(c2)OCO3)C(C)(C)c2ccccc21 (configuration not stated)
    -17 | 83*
> COc1ccc(OC)c(NC(=O)CSc2nc3ccccc3o2)c1
    -1 | 4
> CC(=O)c1cccc(NC(=O)c2cc3ccccc3o2)c1
    0&-5 | -12&-5
> COc1ccc(-c2coc3cc(OC(=O)C(C)(C)C)ccc3c2=O)cc1
    -13 | -2
> O=C(O)COc1ccccc1O
    -1&10 | 94*!
> Cc1ccc(C(=O)Nc2c3c(nn2-c2ccccc2C)CS(=O)(=O)C3)cc1
    -6 | -1
> CCC1(CC)OC(c2ccc3c(c2)OCO3)Nc2ccccc21 (configuration not stated)
    -2 | -7
> COc1cc(NC(=O)c2cc(-c3ccccc3)n[nH]2)c2ncccc2c1
    6 | 30
> C=CCNc1nc(Cl)nc(Nc2ccc([N+](=O)[O-])cc2)n1
    -2 | 11
> Cc1c(NC(=O)c2cc([N+](=O)[O-])ccc2Br)cccc1-c1nc2ncccc2o1
    5 | -6
> O=C(Nc1sc2c(c1C(=O)NC1CCS(=O)(=O)C1)CCCC2)c1ccccc1[N+](=O)[O-] (configuration not stated)
    3 | 23
> COc1cc(C=NNC(=O)CCc2ccc(O)cc2)cc(OC)c1OC
    -9 | .
> COc1cccc(C(=O)Nc2ccc(N3S(=O)(=O)c4ccccc4S3(=O)=O)cc2)c1
    -7 | -6
> Cc1cc(NC(=O)c2c[nH]c3ncccc23)ccc1F
    5 | 6
> CCCCCCCCNC(=O)CCC(=O)O
    0 | -1
> COc1ccc(CCNC(=O)CSc2ncccc2C(=O)O)cc1OC
    -10 | -10
> Cc1ccc(NC(=O)Cc2nnc(-c3ccc4ncccc4c3)o2)c(C)c1
    3 | -2
> c1ccc(-c2nnc(-c3cccc(-c4nnc(-c5ccccc5)o4)c3)o2)cc1
    -9 | 0
> COc1ccc(NC(=S)NN=Cc2ccc(Cl)cc2)cc1
    5 | .
> O=C(CC(=O)C(F)(F)F)c1ccc(Cl)s1
    . | -3
> Clc1ccc(C2=CC(c3ccccc3Cl)n3nnnc3N2)cc1 (configuration not stated)
    -4 | -6
> O=C(Nc1cccc(F)c1)c1cc(S(=O)(=O)N2CCC(C(=O)O)CC2)ccc1F
    -5 | 7
> O=c1c(-c2ccc(Cl)cc2)c(C(F)(F)F)oc2cc(O)ccc12
    -2 | 4
> O=[N+]([O-])c1ccc2c(c1)S(=O)(=O)N=C2Nc1ccc(Br)cc1
    1 | -2
> CC(C)N1CCN(C(=O)CCC2CCN(c3cc(NC4CC4)ncn3)CC2)CC1
    -6 | 5
> CCc1ccc(CNC(=O)c2cc3n(n2)CCCN(Cc2cccc(F)c2)C3=O)cc1
    -3 | 6
> Cc1ccccc1NC(=O)Cc1cn2cc(F)ccc2n1
    -3 | 4
> O=C(NCCSc1c(-c2ccc(Cl)cc2)[nH]c2ccccc12)c1ccco1
    -8 | 42
> O=C(Nc1ccc(F)c(Cl)c1)N1CCC2(CC1)Nc1cc(F)ccc1-n1cccc12
    2 | 97*
> CCN(CC)S(=O)(=O)c1ccc(OC)c(NC(=O)c2ccc(OC)c([N+](=O)[O-])c2)c1
    -8 | -4
> O=C(CN1CCN(C(=O)Nc2ccc(Br)cc2)CC1=O)Nc1cccc(F)c1
    -3 | 5
> O=C(CSc1nnc(CNC(=O)c2cccs2)o1)Nc1cc(C(F)(F)F)ccc1Cl
    -1 | 1
> CN(C)C=CC=CC=CC(=O)c1ccc(Br)cc1
    -38 | .
> Cc1cc(C)cc(N=Cc2cc([N+](=O)[O-])ccc2O)c1
    0 | 2
> Cc1cccc(N2CCN(C(=O)C(Cl)(Cl)Cl)CC2)c1C
    -2 | -5
> O=C1C2CC=C(Cl)CC2C(=O)N1CCN1CCCC1 (configuration not stated)
    -5 | -5
> CC1=C(C(=O)OC(C)C)C(c2ccccc2Cl)NC(=O)N1C (configuration not stated)
    1 | -10
> COc1ccc(N2C(N)=C(C#N)C(c3cccnc3)C3=C2CC(C)(C)CC3=O)cc1 (configuration not stated)
    -12 | 5
> O=C(CSc1nnc(-c2ccco2)n1-c1ccccc1)NCCc1ccccc1
    4 | 10
> CC1=NN(c2cccc(Cl)c2)C(=O)/C1=C/C=C/c1cccc([N+](=O)[O-])c1
    1 | 5
> Cn1cc(-c2nc(C(=O)NCc3cc(F)cc(F)c3)cs2)c2cccnc21
    -2 | 10
> Nc1cccc(S(=O)(=O)N2CCCC2)c1
    1 | -1
> CCc1cc(C2CCCN2C(=O)NCc2ccccc2)on1 (configuration not stated)
    0 | -1
> CC1CCCCN1C(=O)C(C1CCCC1)N1CCN(C(=O)NC(C)(C)C)CC1 (configuration not stated)
    1 | 7
> FC(F)(F)c1cc(-c2nccs2)nc2cc(C3CC3)nn12
    8 | .
> O=C(CN1C(=O)C2C3C=CC(CC3)C2C1=O)Nc1ccc(F)c(F)c1 (configuration not stated)
    -2 | -3
> O=S(=O)(c1ccc(F)cc1)N1CCN(c2ccc(F)cc2)CC1
    4 | -8
> CCOCC(O)CS(=O)(=O)c1ccccn1 (configuration not stated)
    -2 | -5
> Nc1nccnc1C(=O)NN=Cc1ccc(C(F)(F)F)cc1
    -2 | .
> CCN(C)C(=O)C(C1CCCC1)N1CCN(C(=O)c2ccc(Cl)cc2)CC1 (configuration not stated)
    -1 | 11
> COc1cc(C2CC(=O)Nc3n[nH]c(C)c32)ccc1OCc1ccccc1Cl (configuration not stated)
    -3 | 25
> COc1ccc(N(C(=O)Cn2nnnc2N)C2(C(=O)Nc3c(C)cccc3C)CCCCC2)cc1
    0 | 22
> Cc1nc(NC2CCCCC2)c2c(C)noc2n1
    1 | -5
> N#CC1=C(N)OC2=C(C(=O)CC(c3ccccc3)C2)C1c1ccc(Cl)cc1 (configuration not stated)
    -8 | -2
> COc1ccc(C(=O)N2CCN(c3cccc(F)c3)C(=O)C2C)cc1 (configuration not stated)
    7 | -3
> CC(C)(C)c1ccc(S(=O)(=O)NCc2ccc(C(=O)O)cc2)cc1
    -9 | -12
> C=CCNC(=O)C1CC(=O)N(c2ccc(OCC(=O)Nc3cc(C)cc(C)c3)cc2)C1 (configuration not stated)
    -2 | 44
> Cc1ccc(C)c(NC(=O)Cc2ccc(Br)cc2)c1
    1 | 2

Screens: PubChem, University of Kansas High Throughput Screening Laboratory

Some of the compounds tested, so the mix of outcomes need not match the whole.
